PTHR1 agonist – activates the human parathyroid hormone receptor PTHR1; Q03431; HEK293 GP2 PTHR1 cells, GloSensor cAMP luminescence, 1 h; Potency, µM (titrated, usually from 115 µM), for the others: at the highest dose activation, actives largely listed as activators; actives 0.075% (n = 410,000); AID 743266; further: potency means the concentration at half of the fitted maximal effect; nearly all actives have a fitted effect of over 55% in size; some results filed as inactive show a strong effect at the top dose; inactives centre near -15; many of its hits are not listed in these tables
Target sequence (Q03431 whole entry, looked up): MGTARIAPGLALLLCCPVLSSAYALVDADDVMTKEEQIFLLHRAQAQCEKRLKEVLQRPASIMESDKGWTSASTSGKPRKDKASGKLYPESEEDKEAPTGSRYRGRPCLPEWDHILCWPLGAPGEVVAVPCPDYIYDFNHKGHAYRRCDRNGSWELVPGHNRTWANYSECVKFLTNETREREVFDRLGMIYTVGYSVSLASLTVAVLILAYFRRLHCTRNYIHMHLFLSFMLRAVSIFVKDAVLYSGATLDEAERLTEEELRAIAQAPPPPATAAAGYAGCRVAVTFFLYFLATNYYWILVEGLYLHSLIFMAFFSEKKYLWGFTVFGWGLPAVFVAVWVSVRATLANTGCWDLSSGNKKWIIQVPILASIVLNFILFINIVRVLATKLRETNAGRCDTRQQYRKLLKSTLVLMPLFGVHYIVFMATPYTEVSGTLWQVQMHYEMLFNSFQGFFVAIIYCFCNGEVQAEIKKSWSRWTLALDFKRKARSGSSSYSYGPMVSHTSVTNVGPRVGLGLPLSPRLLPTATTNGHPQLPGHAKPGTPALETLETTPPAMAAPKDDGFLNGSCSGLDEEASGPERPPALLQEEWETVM
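HEK-293-derived GP2 cells expressing PTHR1 and a GloSensor cAMP reporter, 3,000/well, plated overnight, given luciferin plus IBMX (each 0.5 mM as added) for 1 h at 37 °C, then compound for 1 h at 37 °C. Luminescence was read after 15 min at room temperature.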
GLP-1R inv ag – GLP-1 receptor (human) inverse agonism; P43220; HEK293 GLP-1R CRE-luciferase, luminescence, 24 h; GLP-1R form is constitutively active; Potency, µM (highest dose often 38.3 µM), for inactives: at the top dose activity change, negative = inhibition, actives largely listed as inhibitors; actives 1.6% (n = 410,000); AID 624417; further: potency means the concentration at half of the fitted maximal effect; on the % scale 0 is the no-effect control and ±100 the full control effect; nearly all actives have a fitted effect of over 55% in size
Target sequence (P43220 whole entry, looked up): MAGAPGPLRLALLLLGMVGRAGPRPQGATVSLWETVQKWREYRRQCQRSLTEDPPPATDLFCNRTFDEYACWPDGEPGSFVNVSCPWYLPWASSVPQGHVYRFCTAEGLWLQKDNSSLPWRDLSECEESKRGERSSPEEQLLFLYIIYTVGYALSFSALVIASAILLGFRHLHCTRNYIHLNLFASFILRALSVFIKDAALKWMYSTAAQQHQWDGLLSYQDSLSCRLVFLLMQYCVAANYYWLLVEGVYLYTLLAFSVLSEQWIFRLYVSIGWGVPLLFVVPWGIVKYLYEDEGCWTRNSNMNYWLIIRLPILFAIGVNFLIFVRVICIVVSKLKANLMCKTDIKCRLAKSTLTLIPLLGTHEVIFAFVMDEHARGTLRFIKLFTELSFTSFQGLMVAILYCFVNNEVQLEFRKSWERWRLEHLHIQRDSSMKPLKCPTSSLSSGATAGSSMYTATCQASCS
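GLP-1R inverse agonism mode: basal reporter luminescence in engineered HEK293 cells measured after one day of compound exposure at 37 deg C, with a 12 min room-temperature detection step.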
TDP43 rescue – TDP-43 toxicity inhibition in yeast | TDP-43 expressing yeast growth rescue, BacTiter-Glo, 24 h | Potency, µM (top dose mostly 46.1 µM), without a hit: top-dose growth rescue (activation), actives largely listed as activators | actives 1.8% (n = 410,000) | AID 652104; further: potency means the concentration at half of the fitted maximal effect; % of control where 0% means no effect; nearly all actives have a fitted effect of over 50% in size
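Growth rescue of TDP-43-toxic yeast measured as ATP luminescence (BacTiter-Glo). Cells grown to mid-log in raffinose, induced in galactose at OD600=0.02, exposed to compound 24 hr at 30 deg C.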
HEK293 tox – cytotoxicity in counter-screen for GLP-1R inverse agonists; actives 0.13% (n = 410,000); AID 624418; HEK293 cAMP-luciferase reporter cells, luminescence, 24 h; Potency, µM (top dose mostly 38.3 µM), for the others: at the highest dose activity change, negative = inhibition, usual class: inhibitors;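 further: loss of luciferase light is scored as toxicity; potency means the concentration at half of the fitted maximal effect; on the % scale 0 is the no-effect control and ±100 the full control effect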
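Here, cytotoxicity is scored as loss of luminescence. The MLSMR collection was tested on cells seeded in medium containing 10% Nu serum, with a 24 hr compound exposure preceded by 12 hours of culture.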
aSyn yeast inh – alpha-synuclein toxicity inhibition in yeast; Yeast expressing alpha-synuclein, growth rescue, BacTiter-Glo, 24 h; Potency, µM (top dose mostly 46.1 µM), for the others: at the top dose growth rescue (activation), usual class: activators; actives 0.14% (n = 370,000); AID 652106; further: potency means the concentration at half of the fitted maximal effect; % of control where 0% means no effect; nearly all actives have a fitted effect of over 65% in size
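Rescue of yeast growth: cells expressing toxic alpha-synuclein, induced in galactose at OD600 0.02, incubated with compound 24 h at 30 C. ATP luminescence quantified growth; inhibitors of toxicity appear as activators.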
Abeta rescue – A-beta toxicity reversal in yeast | yeast expressing A-beta42, growth rescue, OD600, 48 h; response scale: 0% DMSO, 100% iron-clioquinol control | Potency, µM (series often up to 46.1 µM), without a hit: at the highest dose growth rescue, actives largely listed as activators | actives 0.063% (n = 410,000) | AID 1347071; further: potency means the concentration at half of the fitted maximal effect; nearly all actives have a fitted effect of over 55% in size
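Yeast growth medium received pinned compounds, then yeast cells expressing toxic A-beta were added; plates incubated at 30 C for 48 hr. Growth read as absorbance at 600 nm, normalized to DMSO and equimolar FeCl3 plus clioquinol controls.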
MmCpn inh – inhibitors of Methanococcus maripaludis chaperonin (MmCpn); purified Mm-Cpn ATPase, ADP Transcreener TR-FRET; Potency, µM (doses to about 76.9 µM), without a hit: at the highest dose activity, negative = inhibition, hits mostly inhibitors; actives 0.031% (n = 330,000); AID 504842; further: potency means the concentration at half of the fitted maximal effect; on the % scale 0 is the no-effect control and ±100 the full control effect; nearly all actives have a fitted effect of over 80% in size
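Measured: ADP formation by purified Mm-CPN. Conditions: 25 nM protein, 10 uM ATP, Tris pH 7.4 with Mg2+, K+ and DTT, 37°C for 30 min. Detection: Transcreener HTRF after 30 min at room temperature.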
pAkt inh – inhibitors of Akt phosphorylation; Neuro2A IGF-stimulated pAkt S473 HTRF, 20 min; active compounds read low; activity change, % for hits at 50 µM; actives 0.32% (n = 360,000); in the data active means activity change below about -80%; inconclusive means mostly about -51% to -80%; further: on the % scale 0 is the no-effect control and ±100 the full control effect
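Neuro2A cells (4,500/well, DMEM with 0.5% FBS) were treated with compound at a single 50 µM final concentration, stimulated with 6 nM IGF for 20 min at 37 °C, and lysed. Phospho-Akt Ser473 was read by HTRF as 665/615 ratio ×10^4.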
FUS yeast rescue – rescues growth of FUS-expressing yeast; actives 0.24% (n = 390,000); Potency, µM (series often up to 76.6 µM), inactives show at the highest dose growth rescue (activation), usual class: activators; S. cerevisiae FUS-expressing, growth rescue, OD600, 24 h;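 further: potency means the concentration at half of the fitted maximal effect; plate controls were DMSO vehicle for no effect and reference control for full effect; nearly all actives have a fitted effect of over 55% in size; some results filed as inactive show a strong effect at the top dose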
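S. cerevisiae expressing FUS from galactose induction served as the toxicity model. Growth after 24hr at 30C, read as absorbance at 600 nm, indicates suppression of toxicity; compounds dosed at several concentrations.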
An asterisk follows results filed as active; [ ] = remark or other dose. Unless noted, the call rests on the fitted dose curve; in most records, active means well fitted curve in the direction sought with a large enough effect; inconclusive means small, poorly fitted or top-dose-only effect, or another doubt; inactive means no such curve, though single readings can be large; an effect the other way counts as inactive or inconclusive.

For Cc1csc(NC(=O)c2ccc(-c3ccc(Cl)cc3Cl)o2)n1 the results were PTHR1 agonist -1%, GLP-1R inv ag 17%, TDP43 rescue 10%, HEK293 tox -6%, aSyn yeast inh 1%, Abeta rescue 5%, MmCpn inh 1%, pAkt inh inactive and FUS yeast rescue 26%.
Screening COC(=O)[C@]1(C)N[C@H](CN(C)C(=O)Nc2ccc(Cl)cc2)[C@@H]2C(=O)N(Cc3ccccc3)C(=O)[C@@H]21 returned PTHR1 agonist -1%, GLP-1R inv ag -10%, TDP43 rescue 8%, HEK293 tox -4%, aSyn yeast inh 2%, Abeta rescue 2%, MmCpn inh 2%, pAkt inh inactive and FUS yeast rescue -11%.
Cc1ccccc1NC(=O)C(C)OC(=O)CNS(=O)(=O)c1ccc(C#N)cc1 (stereo not given) was read as PTHR1 agonist inactive, GLP-1R inv ag 27%, TDP43 rescue 17%, HEK293 tox -11%, aSyn yeast inh 0%, Abeta rescue 16%, MmCpn inh 0%, pAkt inh inactive and FUS yeast rescue 7%.
`Cc1cc(=O)[nH]c(SCC(=O)N2CCCC(C)C2)n1` (stereo not given) gave PTHR1 agonist inactive, GLP-1R inv ag 0%, TDP43 rescue -18%, HEK293 tox 1%, aSyn yeast inh -9%, Abeta rescue -3%, MmCpn inh 0%, pAkt inh inactive and FUS yeast rescue 11%.
O=C(O)c1ccc(Cl)c(S(=O)(=O)NCC2CCCO2)c1 (stereo not given) was read as PTHR1 agonist inactive, GLP-1R inv ag -2%, TDP43 rescue -6%, HEK293 tox -4%, aSyn yeast inh 6%, Abeta rescue 9%, MmCpn inh 2%, pAkt inh inactive and FUS yeast rescue 2%.
For COc1ccc(CNC(=O)C(C)N2Cc3ccccc3C2=O)cc1 (stereo not given) the results were PTHR1 agonist inactive, GLP-1R inv ag 5%, TDP43 rescue 19%[9.22 µM], HEK293 tox 0%, Abeta rescue -8% and FUS yeast rescue -21%.
Screening O=C(Cn1c(=O)c(=O)n(Cc2ccccc2)c2ccc(Cl)cc21)Nc1cccc(F)c1 returned PTHR1 agonist inactive, GLP-1R inv ag -4%, TDP43 rescue 19%, HEK293 tox 1%, aSyn yeast inh 1%, Abeta rescue 14%, MmCpn inh -6% and pAkt inh inactive.
`Cc1ccc(CNC(=O)C2CCCN(S(=O)(=O)c3cccc4nonc34)C2)cc1` (stereo not given) gave PTHR1 agonist -9%, GLP-1R inv ag 12%, TDP43 rescue -6%, HEK293 tox -2%, aSyn yeast inh 2%, Abeta rescue 5%, MmCpn inh 1%, pAkt inh inactive and FUS yeast rescue -1%.
CCOc1ccc(C(=O)c2cn(CC(=O)Nc3ccc(F)cc3)c3cc4c(cc3c2=O)OCO4)cc1 was read as PTHR1 agonist -25%, GLP-1R inv ag 15%, TDP43 rescue 3%, HEK293 tox 4%, Abeta rescue -19% and FUS yeast rescue 22%.
`C1=C(CCNc2ncnc3c2[nH]c2ccccc23)CCCC1` gave PTHR1 agonist -26%, GLP-1R inv ag 4.5µM*, TDP43 rescue -5%, HEK293 tox -36%, aSyn yeast inh 5%, Abeta rescue -26%, MmCpn inh 1%, pAkt inh inactive and FUS yeast rescue 22%.
`CC(C)C(NC(=O)C1CCCCC1)C(=O)NCCc1ccccc1` (stereo not given) gave PTHR1 agonist inactive, GLP-1R inv ag 3%, TDP43 rescue -10%, HEK293 tox 1%, aSyn yeast inh -1%, MmCpn inh 1%, pAkt inh inactive and FUS yeast rescue -11%.
For CCN(CC)CCNC(=O)c1ccc(NC(=O)c2cccc(S(=O)(=O)N3CCCCCC3)c2)cc1 the results were PTHR1 agonist 19%, GLP-1R inv ag inconclusive, TDP43 rescue -13%, HEK293 tox 10%, aSyn yeast inh -3%, Abeta rescue 6% and pAkt inh inactive.
For CCc1cc2c(N3CCN(c4ccccc4)CC3)ncnc2s1 the results were PTHR1 agonist -91%[inhibitor][57.5 µM], GLP-1R inv ag inconclusive, TDP43 rescue 13µM*, HEK293 tox 2%, aSyn yeast inh 12%, Abeta rescue -34%[inhibitor], MmCpn inh -5%, pAkt inh inactive and FUS yeast rescue 22%.
For C/C(=N\O)C(C)(C)Nc1ccc(Cl)cc1 the results were PTHR1 agonist inactive, GLP-1R inv ag -19%, TDP43 rescue 11%, HEK293 tox -7%, aSyn yeast inh -1%, Abeta rescue 16%, MmCpn inh 0%, pAkt inh inactive and FUS yeast rescue 4%.
CCOC(=O)c1cc(C(C)C)sc1NC(=O)COC(=O)c1nccnc1N was read as PTHR1 agonist inactive, GLP-1R inv ag 27%, TDP43 rescue 0%, HEK293 tox -7%, aSyn yeast inh 8%, Abeta rescue 0%, MmCpn inh 0% and pAkt inh inactive.
Screening Cn1cccc1CNCc1ccccc1Cl returned PTHR1 agonist 12%[57.5 µM], GLP-1R inv ag 0%, TDP43 rescue -27%, HEK293 tox 10%, aSyn yeast inh 1%, Abeta rescue -19%, MmCpn inh -1% and FUS yeast rescue 43%.
`CCCCSc1nnc2c(n1)OC(c1ccc(Br)s1)Nc1ccccc1-2` (stereo not given) gave PTHR1 agonist inactive, GLP-1R inv ag 15%, TDP43 rescue 1%, HEK293 tox -5%, Abeta rescue -12% and FUS yeast rescue -3%.
For Cn1ncc(Br)c1C(=O)NCc1cccs1 the results were PTHR1 agonist -6%[57.5 µM], GLP-1R inv ag 8%, TDP43 rescue -2%, HEK293 tox 4%, aSyn yeast inh 3%, Abeta rescue 20%, MmCpn inh 0%, pAkt inh inactive and FUS yeast rescue -3%.
`NC(=O)CN1N=C(c2cc(Cl)sc2Cl)CSC1=O` gave PTHR1 agonist -8%, GLP-1R inv ag 8%, TDP43 rescue 1%, HEK293 tox 0%, aSyn yeast inh -1%, Abeta rescue 7%, MmCpn inh -7%, pAkt inh inactive and FUS yeast rescue 11%.
Screening NC(=O)c1ccc(NC(=O)CNCc2ccccc2Cl)cc1 returned PTHR1 agonist inactive, GLP-1R inv ag 14%, TDP43 rescue -7%, HEK293 tox 2%, aSyn yeast inh 2%, Abeta rescue -8%, MmCpn inh 0%, pAkt inh inactive and FUS yeast rescue 7%.

The last 2 entries of the section above lead into the next:
`NC(=O)CN1N=C(c2cc(Cl)sc2Cl)CSC1=O` gave PTHR1 agonist -8%, GLP-1R inv ag 8%, TDP43 rescue 1%, HEK293 tox 0%, aSyn yeast inh -1%, Abeta rescue 7%, MmCpn inh -7%, pAkt inh inactive and FUS yeast rescue 11%.
Screening NC(=O)c1ccc(NC(=O)CNCc2ccccc2Cl)cc1 returned PTHR1 agonist inactive, GLP-1R inv ag 14%, TDP43 rescue -7%, HEK293 tox 2%, aSyn yeast inh 2%, Abeta rescue -8%, MmCpn inh 0%, pAkt inh inactive and FUS yeast rescue 7%.
Screening c1ccc(-n2nnnc2Sc2ncnc3sc4c(c23)CCCC4)cc1 returned PTHR1 agonist -37%[inhibitor], GLP-1R inv ag 0%, TDP43 rescue inconclusive, HEK293 tox -12%, aSyn yeast inh 4%, Abeta rescue -26%, MmCpn inh 2% and pAkt inh inactive.
`Cc1c(Cl)cccc1NC(=O)Cc1ccc([N+](=O)[O-])cc1` gave PTHR1 agonist inactive, GLP-1R inv ag -10%, TDP43 rescue -11%[0.397 µM], HEK293 tox -17%, aSyn yeast inh -2%, Abeta rescue 5%, MmCpn inh 1%, pAkt inh inactive and FUS yeast rescue 17%.
`Cc1cccnc1C(c1ccc(F)cc1)N(C)C(=O)C1CCN(CCOc2ccc(Cl)cc2Cl)CC1` (stereo not given) gave PTHR1 agonist -21%, GLP-1R inv ag inconclusive, TDP43 rescue -4%, HEK293 tox inconclusive, aSyn yeast inh -18%, Abeta rescue -3%, pAkt inh inactive and FUS yeast rescue 21%.
For Cn1c(=O)[nH]c(=O)c2c1nc(SCCN1CCCCC1)n2CCCc1ccccc1 the results were PTHR1 agonist inactive, GLP-1R inv ag -2%, TDP43 rescue 1%, HEK293 tox -6%, aSyn yeast inh -2%, Abeta rescue 2%, MmCpn inh -1%, pAkt inh inactive and FUS yeast rescue 8%.
For CCOC(=O)CSc1nc2c(sc(=S)n2-c2ccc(CC)cc2)c(=O)[nH]1 the results were PTHR1 agonist -20%, GLP-1R inv ag -72%, TDP43 rescue -13%, HEK293 tox -13%, aSyn yeast inh 5%, Abeta rescue -8%, MmCpn inh 2%, pAkt inh inactive and FUS yeast rescue 16%.
For Cc1ccc2cn[nH]c2c1NC(N)=S the results were PTHR1 agonist inactive, GLP-1R inv ag 16%, TDP43 rescue -6%, HEK293 tox 3%, aSyn yeast inh -1%, Abeta rescue -4%, MmCpn inh 1%, pAkt inh inactive and FUS yeast rescue 8%.

Reprinted at random: 2 records from the list
Screening c1ccc(-n2nnnc2Sc2ncnc3sc4c(c23)CCCC4)cc1 returned PTHR1 agonist -37%[inhibitor], GLP-1R inv ag 0%, TDP43 rescue inconclusive, HEK293 tox -12%, aSyn yeast inh 4%, Abeta rescue -26%, MmCpn inh 2% and pAkt inh inactive.
`Cc1cccnc1C(c1ccc(F)cc1)N(C)C(=O)C1CCN(CCOc2ccc(Cl)cc2Cl)CC1` (stereo not given) gave PTHR1 agonist -21%, GLP-1R inv ag inconclusive, TDP43 rescue -4%, HEK293 tox inconclusive, aSyn yeast inh -18%, Abeta rescue -3%, pAkt inh inactive and FUS yeast rescue 21%.

High-throughput results deposited in PubChem by National Center for Advancing Translational Sciences (NCATS).

These rows are one share of the data; the hit share may differ from the screen's.
